RT RNaseH block: inhibitors of HIV-1 reverse transcriptase RNase H; RT-RNase H RNA/DNA duplex cleavage, fluorescence; inhibition, % at 10 µM; 1.9% of 65,000 active; AID 565; in the data active means inhibition above about 50%
RmlCD inh mix: inhibitors of RmlC and RmlD coupled enzymes; RmlC/RmlD coupled enzyme inhibition, 384-well mixture HTS; inhibition, % at 5.5 µM; 0.39% of 110,000 active; AID 1532; in the data active means inhibition above about 30%, passing the limit was not always enough; inconclusive means no clear call, values can overlap the other calls; further: strong numbers were not always called active
* hit, by the source's call; ? = inconclusive; . = not tested or not shown. Only part of the results is shown; rates above refer to the full screens.

nr	compound	RmlCD inh mix	RT RNaseH block
1	O=C(NCC(=O)N(Cc1cccs1)C(C(=O)NC1CCCC1)c1ccncc1)c1ccco1 (centres undefined)	6	9
2	Cc1sc(NC(=O)c2cccs2)nc1-c1ccccc1	6	-8
3	COc1ccc(-c2cc(C(=O)NCc3ccccc3)no2)cc1OC	-5	-6
4	CC(C)(C)c1ccc(C(=O)N2CCC(=O)N(C(COCc3ccccc3)Cc3ccccc3)CC2)cc1 (centres undefined)	-9	.
5	CCOc1ccc(-c2nc(C#N)c(N3CCN(C)CC3)o2)cc1	-3	5
6	CCOc1ccc(-n2c(CC)nc3ccccc3c2=O)cc1	1	1
7	CCOC(=O)c1ccc(-n2c(C)nc3c(cnn3-c3ccccc3C)c2=O)cc1	7	-9
8	Cn1c(NCC(O)c2ccccc2)nc2c1c(=O)n(Cc1ccc(Cl)cc1)c(=O)n2C (centres undefined)	1	4
9	O=C(c1cccc(COc2ccc(Cl)cc2Cl)c1)N1CCN(c2ccccn2)CC1	-2	-24
10	CCCCCOc1ccc(C(=O)N(Cc2ccco2)C2CCS(=O)(=O)C2)cc1 (centres undefined)	-9	-9
11	Nc1cc(C(=O)O)ccc1Nc1ccc(F)c(F)c1	56	-1
12	CCN1CCN(C(=O)c2cn(CCOC)c(=O)c3c2c2ccccc2n3C)CC1	20	-4
13	COc1ccc(Cl)c(NC(=O)Cn2nnc(-c3ccccc3N)n2)c1	-9	-10
14	COc1ccc(CCn2c(C)c(C(C)=O)c3cc(OC(=O)c4ccco4)ccc32)cc1OC	-200	.
15	COc1cc(OC)c(NC(=O)c2ccco2)cc1Cl	-17	-10
16	Cc1cc(=O)oc2ccc(OCC(=O)N3CCc4ccccc43)cc12	8	-5
17	Cc1ccc(-c2nc(-c3cccnc3)no2)c(C)c1	-16	-45
18	CCOC(=O)C1CCN(S(=O)(=O)c2ccc(-c3nc4ccccc4s3)s2)CC1	0	19
19	COc1ccc(C2CC(c3ccccc3)Nc3ncnn32)cc1 (centres undefined)	-1	-7
20	Cc1cc(C)cc(OC(=O)CS(=O)c2ccc(C(F)(F)F)cc2[N+](=O)[O-])c1 (centres undefined)	3	.

Next part; the last 6 above are carried over.
nr	compound	RmlCD inh mix	RT RNaseH block
15	COc1cc(OC)c(NC(=O)c2ccco2)cc1Cl	-17	-10
16	Cc1cc(=O)oc2ccc(OCC(=O)N3CCc4ccccc43)cc12	8	-5
17	Cc1ccc(-c2nc(-c3cccnc3)no2)c(C)c1	-16	-45
18	CCOC(=O)C1CCN(S(=O)(=O)c2ccc(-c3nc4ccccc4s3)s2)CC1	0	19
19	COc1ccc(C2CC(c3ccccc3)Nc3ncnn32)cc1 (centres undefined)	-1	-7
20	Cc1cc(C)cc(OC(=O)CS(=O)c2ccc(C(F)(F)F)cc2[N+](=O)[O-])c1 (centres undefined)	3	.
21	Cc1ccc(-n2nc(-c3cccnc3)cc2C(=O)N2CCOCC2)c(C)c1	6	9
22	CN(C)S(=O)(=O)c1ccc(NC(=O)N2CCN(c3cccc(C(F)(F)F)c3)CC2)cc1	2	.
23	O=C(c1ccc(Cl)c(Cl)c1)N1CCOCC1	-9	-1
24	Cc1ccc(C)c(Cn2c(=O)n(CCC(=O)NCc3ccco3)c(=O)c3ccccc32)c1	.	75*
25	CCCn1nnnc1SCC(=O)Nc1ccc(F)cc1	5	2
26	O=c1c2ccccc2nc(-c2ccco2)n1/N=C/c1ccccc1O	-8	.
27	CC(C)CCn1c(CN2CC(C)OC(C)C2)nc2c1c(=O)n(C)c(=O)n2C (centres undefined)	.	0
28	CCOC(=O)c1ccccc1NC(=O)CSc1nc(N)cc(N)n1	-4	.
29	Cc1cccc(NC(=O)c2cc3ccccc3o2)c1	-1	-20
30	O=C(NCCOC(=O)c1ccc(C(=O)OCCNC(=O)c2cccnc2)s1)c1cccnc1	9	.
31	CC(C)(C)NS(=O)(=O)c1ccc(CCC(=O)O)cc1	7	-1
32	COCCn1c(SCC(=O)NCc2ccco2)nc2cccnc21	9	10
33	CN(C)c1nc(N2CCOCC2)nc(N(c2ccccc2)c2ccccc2)n1	13	16
34	Cc1oc(C(=O)O)cc1CSCc1cc(C(=O)O)c(C)o1	-10	51*
35	CCOC(=O)CSC1=C(C#N)C(c2sccc2C)C(C(C)=O)=C(C)N1 (centres undefined)	7	.
36	CC(C)(C)C1CCc2c(sc3c2C(=O)NC(c2ccco2)N3)C1 (centres undefined)	6	19
37	COc1ccc(S(=O)(=O)N2Cc3ccccc3CC2C(=O)O)cc1 (centres undefined)	0	.
38	Cc1noc(C)c1CSCC(=O)OCC(=O)NC1CCCCC1	5	-3
39	Cn1c2c(c(=O)n(C)c1=O)C(c1ccc(C(F)(F)F)cc1)CC(=O)N2 (centres undefined)	16	.
40	C=CCn1cc(C(=O)OC)c(=O)c2cc(S(=O)(=O)N3CCC(C)CC3)ccc21	-4	-4

Next section:
nr	compound	RmlCD inh mix	RT RNaseH block
41	CCOC(=O)Cn1nnnc1C(C(C)C)N(Cc1cc2c(C)cc(C)cc2[nH]c1=O)C1CCCC1 (centres undefined)	-8	-7
42	Oc1ccc(C=Nc2ccc(N3CCOCC3)cc2)c(O)c1	.	5
43	CCO[C@@H]1OC(C(=O)NCc2nc3ccccc3[nH]2)=C[C@H](C)[C@H]1CCCO	-10	.
44	CCn1c2ccccc2c2cc(NC(=O)c3cccc(OC)c3)ccc21	12	.
45	COc1ccc(CN2CCNC(=O)C2CC(=O)O)cc1OC (centres undefined)	-7	-12
46	CC(C)C(c1nnnn1C(C)(C)C)N1CCOCC1 (centres undefined)	21	.
47	O=C(NCCCN1CCOCC1)c1ccc(-n2nc(C(F)(F)F)cc2-c2cccs2)cc1	4	.
48	O=c1c2ccccc2nc2n1CCCS2	3	-3
49	CC(NC(=O)c1ccco1)C(c1cccs1)N1CCN(c2ccccc2F)CC1 (centres undefined)	5	-4
50	Cc1c2cnn(CC(=O)N3CCC4(CC3)OCCO4)c(=O)c2c(C)n1Cc1ccc(F)cc1	9	-10
51	COCc1nnc(NC(=O)CSc2ccccc2)s1	7	-1
52	CCOC(=O)C1CCCN(c2c(NCCCN(C)c3ccccc3)c(=O)c2=O)C1 (centres undefined)	-15	-2
53	Cc1nc2ccccn2c1/C(O)=C1\C(=O)C(=O)N(CCN2CCOCC2)C1c1cccnc1 (centres undefined)	-2	-3
54	Cc1ccc(-n2c(C)cc(C(=O)CSc3n[nH]c(N)n3)c2C)cc1	0	.
55	Cc1ccc(SCCC(=O)N2CCC(C(N)=O)CC2)cc1	-8	-23
56	N#Cc1cccc(NC(=O)CN2NS(=O)(=O)c3ccccc3C2=O)c1	-4	.
57	Cc1cc2ccccc2n1CCNC(=O)c1ccc(S(=O)(=O)N2CCOCC2)cc1	6	1
58	N#CC(c1ccccc1)c1ccc(C(=O)c2ccc(F)cc2)cc1 (centres undefined)	9	.
59	CCCCN1CC[C@H]2C=CC[C@@H](C(=O)Nc3nccs3)[C@H]2C1=O	-8	.
60	C=CCNC(=O)c1cc(Cl)ccc1Cl	-11	.

The final three records of the part before are carried over, then new ones follow.
nr	compound	RmlCD inh mix	RT RNaseH block
58	N#CC(c1ccccc1)c1ccc(C(=O)c2ccc(F)cc2)cc1 (centres undefined)	9	.
59	CCCCN1CC[C@H]2C=CC[C@@H](C(=O)Nc3nccs3)[C@H]2C1=O	-8	.
60	C=CCNC(=O)c1cc(Cl)ccc1Cl	-11	.
61	Cc1csc(NC(=O)c2cccc(S(=O)(=O)N3CCCCC3)c2)n1	-21	-5
62	CC(C)n1c(SCC(=O)N2c3ccccc3Sc3ccccc32)nc2c1c(=O)n(C)c(=O)n2C	9	-18
63	CCc1ccc(NC(=O)CSc2nnc(SCC(=O)Nc3ccc(CC)cc3)n2N)cc1	-5	.
64	CCCCn1c(NC(=O)c2ccccc2Cl)c(C#N)c2nc3ccccc3nc21	5	-3
65	CC(C)=CC/C=C1\CCC(C(=O)O)C(C(=O)O)C1 (centres undefined)	8	3
66	CCOCCSC1=C(C#N)C(c2cccs2)C(C(C)=O)=C(C)N1 (centres undefined)	-9	-15
67	CC1(C)CC(n2[nH]c(=O)c3c2NC(=O)CSC3c2ccccc2)CCO1 (centres undefined)	-12	6
68	COC(=O)c1[nH]nc2c1C(=O)N(Cc1ccccc1)C2=O	?	0
69	Cc1ccc(N2C(=O)CSC2c2cccs2)cc1 (centres undefined)	10	-7
70	O=C(CSc1ccccn1)Nc1nncs1	177	.
71	Fc1ccc(-c2nc3n(n2)Cc2ccccc2-3)cc1	-7	-45
72	CN(C)c1nc(N)nc(CSc2nnnn2-c2ccc(C(=O)O)cc2)n1	1	.
73	C[C@@H]1NC(=O)[C@H](CCC(=O)O)NC(=O)c2cc([N+](=O)[O-])cc(F)c2NCCC[C@@H](C(N)=O)NC1=O	-10	.
74	Cc1nc2ccccc2nc1OCC(=O)N1CCN(c2ccccc2)CC1	4	-10
75	CCC(NC(=O)Nc1ncccc1C)(C(F)(F)F)C(F)(F)F	4	6
76	Cn1c(=O)oc2cc(S(=O)(=O)N3CCC(N4CCCCC4)CC3)ccc21	0	-7
77	CN(c1ccccc1)S(=O)(=O)c1ccc(C(=O)NCC2CCCO2)cc1 (centres undefined)	4	.
78	CC(C)C(=O)Nc1nc2c(ncn2C2CC(O)C(CO)O2)c(=O)[nH]1 (centres undefined)	-7	3
79	CCc1nc2ccccc2n(CCOCCOCCn2c(=O)c(CC)nc3ccccc32)c1=O	-5	-17
80	COc1cccc(C2C(C(=O)c3ccc(C)o3)=C(O)C(=O)N2CCCN(C)C)c1 (centres undefined)	.	-1

Later entries
nr	compound	RmlCD inh mix	RT RNaseH block
81	O=C(CCCNS(=O)(=O)c1cccs1)N1CCN(c2ccc(F)cc2)CC1	3	-4
82	c1ccc(OCc2nn3c(-c4n[nH]c5c4CCC5)nnc3s2)cc1	4	-1
83	CCN(CC)C(=O)CN(c1ccc(Cl)cc1)S(=O)(=O)c1ccccc1	9	.
84	Clc1ccccc1-c1nc(N/N=C/c2cccnc2)c2ccccc2n1	16	.
85	Cc1cc(C)c2nc(C(F)(F)F)nc(NCCCN3CCOCC3)c2c1	-6	.
86	COc1ccc(-n2c(C)c([N+](=O)[O-])c3ccc(O)c(CN4CCCCC4)c32)cc1	136	.
87	O=C(Nc1nnc(C(F)(F)F)s1)C1COc2ccccc2O1 (centres undefined)	-11	.
88	O=C(Nc1ccc(Cc2ccncc2)cc1)C1CCC(N2C(=O)C3C4C=CC(C5CC45)C3C2=O)CC1 (centres undefined)	8	.
89	c1ccc(Cn2nnnc2C(c2cccnc2)N2CCN(c3ccccc3)CC2)cc1 (centres undefined)	-6	-6
90	O=c1cc(-c2ccccc2)nc(SCc2ccccc2)[nH]1	12	.
91	CC(C)Nc1ccc(C(CC(N)=O)NC(=O)Cc2ccc(Cl)cc2)cc1[N+](=O)[O-] (centres undefined)	7	.
92	Cc1cc(=O)[nH]c(SCCCOc2ccc3c(c2)CCC3)n1	-12	.
93	O=C(c1cc2c(=O)oc3ccccc3c2s1)N1CCN(c2ccccn2)CC1	.	15
94	COC(=O)c1cn(C(C)C(=O)NCc2ccco2)c2ccccc12 (centres undefined)	24	-4
95	Cc1cc(C)nc(N2CCCC(C(=O)NCCc3ccccc3F)C2)n1 (centres undefined)	11	0
96	CCOC(=O)c1nnc2c(Br)c(-c3ccccc3)nn2c1C	-8	.
97	COC(=O)c1cc(OC)c(OC)cc1NC(=O)c1c(C)noc1C	.	-12
98	COc1ccc(NC(=O)c2ccc(S(=O)(=O)N3CCOCC3)cc2)c(OC)c1	1	-4
99	Cc1ccc(S(=O)(=O)N2CCCC(C(=O)N3CCC4(CC3)OCCO4)C2)cc1 (centres undefined)	-6	-3
100	Cn1c(Cc2cccc3ccccc23)nnc1SCC(=O)N1CCN(c2ccccc2)CC1	0	.

Taken from above:
compound 93 – RT RNaseH block: 15
compound 94 – RT RNaseH block: -4
compound 84 – RmlCD inh mix: 16

Other results:
nr	compound	RmlCD inh mix	RT RNaseH block
101	Cc1cc(C)c2nc(N3CCC(C(=O)N4CCN(c5ncccn5)CC4)CC3)sc2c1	4	23
102	CN(C)c1ccc(-c2nn3c(-c4cccnc4)nnc3s2)cc1	19	-13
103	Cc1cccc(CNc2ccc(C(CC(N)=O)NC(=O)Cc3cccc4ccccc34)cc2[N+](=O)[O-])c1 (centres undefined)	-3	.
104	Cc1ccc(OCCOCCn2ccnc2)c(Br)c1	7	-76
105	O=C(c1ccc(Cl)cc1)N1CCC(=O)N(C(CO)Cc2ccccc2)CC1 (centres undefined)	-6	.
106	CS(=O)(=O)N(CC(=O)NCc1cccnc1)Cc1ccc(Cl)cc1	1	2
107	Cc1ccccc1NC(=O)c1cc(S(=O)(=O)N2CCOCC2)ccc1F	-10	-14
108	Cc1ccc(S(=O)(=O)NCCCC(=O)C=[N+]=[N-])cc1	4	-15
109	Cc1cccc(NC(=O)CCN2C(=O)C3C4CCC(C4)C3C2=O)c1C (centres undefined)	-10	.
110	COc1cc(CNCCCN2CCOCC2)ccc1OCC(=O)Nc1cccc(C(F)(F)F)c1	-12	.
111	OCCNCCCCCOc1ccc(F)cc1	6	2
112	CCCC(=O)c1c(NC)cc(C)oc1=O	10	-7
113	COCCCNCC(=O)c1c(N)n(Cc2ccccc2)c(=O)n(C)c1=O	11	.
114	O=C1c2sc3nc4c(c(=O)n3c2C(=O)N1c1ccccc1)CCC4	-11	12
115	CN(C)c1nc(OCCNC(=O)COc2ccc(Cl)cc2Cl)nc(N2CCCCC2)n1	-40	2
116	O=C(O)c1cccc(S(=O)(=O)N2CCSCC2)c1	1	-4
